# SIAE primary: inhibitors of human sialic acid acetylesterase SIAE; Q9HAT2; SIAE FP-Rh probe binding, fluorescence polarization; inhibition, % at 9.66 µM; hit rate 0.69% among 370,000; AID 1053197;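 active means inhibition above a cutoff: mean of compounds within the control limits plus 3 SD of those, cut at about 17% in these data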;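 further: 0% = plate median of compound wells and 100% = probe without SIAE protein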
# TDP2 inh: blocks human TDP2 phosphodiesterase activity; hit rate 0.34% among 370,000; O95551; inhibition, % at 12.8 µM; recombinant TDP2, T5PNP hydrolysis, p-nitrophenol absorbance 415 nm;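 active means inhibition above the mean of all tested compounds plus 3 SD, set per campaign, cut at about 25% in these data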;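 further: 0% = DMSO with enzyme and 100% = buffer with substrate but no TDP2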
# Target sequence (O95551 whole entry, looked up): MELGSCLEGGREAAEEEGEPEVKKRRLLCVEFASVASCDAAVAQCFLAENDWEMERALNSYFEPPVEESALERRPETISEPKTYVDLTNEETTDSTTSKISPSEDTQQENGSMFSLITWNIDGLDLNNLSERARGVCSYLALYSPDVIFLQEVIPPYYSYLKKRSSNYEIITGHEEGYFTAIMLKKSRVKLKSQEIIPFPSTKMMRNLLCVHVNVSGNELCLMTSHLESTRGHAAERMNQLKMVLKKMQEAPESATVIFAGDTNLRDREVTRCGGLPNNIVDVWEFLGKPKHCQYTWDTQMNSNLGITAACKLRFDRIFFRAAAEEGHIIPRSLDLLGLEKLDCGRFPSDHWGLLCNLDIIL
#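 System: recombinant human TDP2 / Amount: 120 nM TDP2 per well / Also added: 5 mM T5PNP chromogenic substrate / Doses: 12.8 µM single point, 1% DMSO / Incubation: 2 h at 37 °C / Detection: p-Nitrophenol epi absorbance / Evaluation: % inhibition relative to enzyme-containing and enzyme-free wells / Repeats: singlicate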
# LEDGF integ inh: blocks HIV-1 LEDGF/p75-dependent DNA integration; TR-FRET IN-LEDGF/p75 DNA integration, Eu/Cy5; inhibition, % at 3.7 µM; hit rate 0.64% among 370,000; AID 743269;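 active means inhibition above the screen-wide mean plus 3 SD, cut at about 13% in these data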;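 further: signal is the Cy5 over europium emission ratio at 671 and 618 nm; 0% = plate median of compound wells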
# HTRA1 inh: HTRA1 (human) protease inhibition. Q92743. recombinant HTRA1, FP-rhodamine activity-based probe, fluorescence polarization. inhibition, % at 5.96 µM. hit rate 0.5% among 340,000. AID 504803; in the data active means inhibition above about 36%;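 further: 0% = enzyme with DMSO and 100% = wells lacking enzyme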
# PG9 binder: PG9 antibody binding by small molecule. TR-FRET gp120-PG9 antibody binding. inhibition, % at 6.7 µM. hit rate 0.43% among 360,000; in the data active means inhibition above about 8.5%
# TCR CD3 inh: blocks the human TCR-CD3 interaction. TAMRA-labeled TCR probe fluorescence, biochemical. inhibition, % at 9.4 µM. hit rate 0.37% among 360,000; in the data active means inhibition above about 19%;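 further: recombinant mutant TCR 2C K166C tagged with TAMRA read by polarization; 0% = receptor in buffer alone and 100% = receptor with positive control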
# Rev-erbA mod: modulators of human Rev-erb alpha DNA binding. P20393. Rev-erbα–FITC-DNA binding, fluorescence polarization, 90 min. activity, % at 10 µM. hit rate 0.79% among 370,000;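 active means activity above about 14%, limit read from the data; passing the limit was not always enough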;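 further: 0% = DMSO wells with 35 nM protein and 100% = DMSO wells with 750 nM protein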
# ABHD4 inh: inhibitors of mouse ABHD4. inhibition, % at 8.92 µM. hit rate 0.54% among 370,000. Q8VD66. purified mABHD4, FP-Rh probe fluorescence polarization;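 active means inhibition exceeding the mean over every tested compound plus 3 SD, cut at about 30% in these data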;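 further: 0% = plate median of compound wells and 100% = S159A mutant with DMSO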
# Target sequence (Q8VD66 whole entry, looked up): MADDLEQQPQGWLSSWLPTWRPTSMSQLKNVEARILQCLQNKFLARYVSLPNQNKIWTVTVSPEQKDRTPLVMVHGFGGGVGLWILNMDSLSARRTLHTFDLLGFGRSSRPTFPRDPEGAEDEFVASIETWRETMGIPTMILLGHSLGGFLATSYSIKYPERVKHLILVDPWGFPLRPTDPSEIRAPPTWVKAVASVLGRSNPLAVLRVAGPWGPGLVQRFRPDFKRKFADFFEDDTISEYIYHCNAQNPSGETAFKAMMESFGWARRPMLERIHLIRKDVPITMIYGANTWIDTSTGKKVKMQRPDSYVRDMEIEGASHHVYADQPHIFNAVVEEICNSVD
#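 Test system: mouse ABHD4 enzyme, wild type. Reagent: FP-Rh fluorescent activity-based probe, added after compound pre-incubation. Timing: pre-incubation 45 min, probe exposure 60 min, at 25 °C. Technique: FP readout, ex 525 nm / em 598 nm. Benchmarks: high control S159A mutant with DMSO, low control median of compound wells.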
# PRMT1 FP inh: blocks human protein arginine methyltransferase 1. AID 652257. hit rate 1.3% among 370,000. inhibition, % at 2.79 µM. Q99873. recombinant PRMT1, activity-based probe fluorescence polarization;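 active means inhibition above about 21% made by adding two undisclosed values, limit read from the data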
# Target sequence (Q99873 whole entry, looked up): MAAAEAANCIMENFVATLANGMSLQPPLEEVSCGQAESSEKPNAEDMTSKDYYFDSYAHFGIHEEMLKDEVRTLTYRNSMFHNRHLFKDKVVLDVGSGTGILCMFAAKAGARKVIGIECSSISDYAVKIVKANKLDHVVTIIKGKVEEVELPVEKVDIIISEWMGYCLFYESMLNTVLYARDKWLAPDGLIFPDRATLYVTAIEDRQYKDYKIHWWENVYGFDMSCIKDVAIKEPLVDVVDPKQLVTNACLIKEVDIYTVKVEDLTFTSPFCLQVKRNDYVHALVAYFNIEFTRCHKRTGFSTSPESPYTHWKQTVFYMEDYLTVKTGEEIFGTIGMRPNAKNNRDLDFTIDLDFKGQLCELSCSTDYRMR
# rCAG binder: r(CAG) repeat RNA binding. TO-PRO-1 dye displacement fluorescence. hit rate 1.3% among 370,000. inhibition, % at 3 µM;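 active means inhibition above the plate cutoff, the mean of all test compounds on that plate plus 3 SD, cut at about 35% in these data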;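 further: 0% = DMSO alone and 100% = 100 µM mitoxantrone as full dye displacement; higher means more dye released from RNA so lower well fluorescence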
# Starred values were filed as active, the others as inactive; . = no result given. The list is partial. The share of hits here may be higher or lower than overall.
# The opening 15 records, ahead of the listing:
SMILES,SIAE primary,TDP2 inh,LEDGF integ inh,HTRA1 inh,PG9 binder,TCR CD3 inh,Rev-erbA mod,ABHD4 inh,PRMT1 FP inh,rCAG binder
Cc1ccc(Oc2ccc(Cl)cc2NC(=O)c2ccc(F)cc2F)cc1,4,9,-2,0,0.6,5,0,5,-2,1
COc1ccc2oc(=N)c(C(=O)Nc3ccc(Br)cc3)cc2c1,7,7,-4,-2,1.1,2,0,2,1,1
O=C(NC1CCCC1)C(c1cc2c(cc1[N+](=O)[O-])OCO2)N1CCCC1 (stereo not given),6,5,0,8,-1.1,3,-2,13,0,2
COc1ccc(N/C=C\C(=O)c2ccc(C)cc2)cc1OC,-1,1,0,-2,-3.9,6,-5,3,0,14
CCN1C(=O)N(C)[C@@H](c2ccccc2)C(C(=O)OC)=C1C,1,11,1,-2,0.6,9,-6,1,0,-3
CCN1C(=O)[C@H]2[C@@H](c3ccc(C(F)(F)F)cc3)N[C@]3(CCCN(Cc4ccco4)C3=O)[C@H]2C1=O,1,-1,2,2,0.8,6,0,-1,2,12
COc1ccc(NC(=O)c2cccnc2N2CCCC2)cc1,-3,-4,-5,-1,1.7,1,-3,-3,4,-4
Cc1ccccc1Nc1nc(N)nc(CSc2nncn2C)n1,6,12,0,8,0.1,4,4,0,0,0
Cc1ccc(-n2c(N)c(Br)c(=O)[nH]c2=O)cc1C,-10,-7,-4,5,0.8,-9,-7,5,3,-4
COc1ccc(-c2ccc3c(c2)C2CC3CCN2CCC#N)cc1 (stereo not given),-10,-1,-2,-4,0.0,-1,5,7,4,-2
COc1cc(OC)c(OC)cc1/C=N/NC(=O)c1cc(-c2cccn2C)n[nH]1,10,-1,0,9,1.7,-7,4,8,8,16
COc1ccc(S(=O)(=O)N2CCCCCC2)cc1N(C)S(=O)(=O)c1ccccc1,0,0,-1,-7,2.5,-2,4,3,-1,-3
CCCCN(C(=O)CSc1n[nH]c(-c2ccc(C)cc2)n1)c1c(N)n(CCCC)c(=O)[nH]c1=O,-1,6,-6,1,0.4,5,-3,6,-2,-4
CCOc1ccc(N(CC(=O)Nc2cc(Cl)ccc2C)S(C)(=O)=O)cc1,-1,-5,0,-6,-1.1,3,-2,-4,1,-2
CN(C)C(=S)Nc1nc2ccccc2s1,-3,12,17*,-2,-1.7,0,1,3,5,2

# The list itself, from the first entry:
SMILES,SIAE primary,TDP2 inh,LEDGF integ inh,HTRA1 inh,PG9 binder,TCR CD3 inh,Rev-erbA mod,ABHD4 inh,PRMT1 FP inh,rCAG binder
Cc1ccc(Oc2ccc(Cl)cc2NC(=O)c2ccc(F)cc2F)cc1,4,9,-2,0,0.6,5,0,5,-2,1
COc1ccc2oc(=N)c(C(=O)Nc3ccc(Br)cc3)cc2c1,7,7,-4,-2,1.1,2,0,2,1,1
O=C(NC1CCCC1)C(c1cc2c(cc1[N+](=O)[O-])OCO2)N1CCCC1 (stereo not given),6,5,0,8,-1.1,3,-2,13,0,2
COc1ccc(N/C=C\C(=O)c2ccc(C)cc2)cc1OC,-1,1,0,-2,-3.9,6,-5,3,0,14
CCN1C(=O)N(C)[C@@H](c2ccccc2)C(C(=O)OC)=C1C,1,11,1,-2,0.6,9,-6,1,0,-3
CCN1C(=O)[C@H]2[C@@H](c3ccc(C(F)(F)F)cc3)N[C@]3(CCCN(Cc4ccco4)C3=O)[C@H]2C1=O,1,-1,2,2,0.8,6,0,-1,2,12
COc1ccc(NC(=O)c2cccnc2N2CCCC2)cc1,-3,-4,-5,-1,1.7,1,-3,-3,4,-4
Cc1ccccc1Nc1nc(N)nc(CSc2nncn2C)n1,6,12,0,8,0.1,4,4,0,0,0
Cc1ccc(-n2c(N)c(Br)c(=O)[nH]c2=O)cc1C,-10,-7,-4,5,0.8,-9,-7,5,3,-4
COc1ccc(-c2ccc3c(c2)C2CC3CCN2CCC#N)cc1 (stereo not given),-10,-1,-2,-4,0.0,-1,5,7,4,-2
COc1cc(OC)c(OC)cc1/C=N/NC(=O)c1cc(-c2cccn2C)n[nH]1,10,-1,0,9,1.7,-7,4,8,8,16
COc1ccc(S(=O)(=O)N2CCCCCC2)cc1N(C)S(=O)(=O)c1ccccc1,0,0,-1,-7,2.5,-2,4,3,-1,-3
CCCCN(C(=O)CSc1n[nH]c(-c2ccc(C)cc2)n1)c1c(N)n(CCCC)c(=O)[nH]c1=O,-1,6,-6,1,0.4,5,-3,6,-2,-4
CCOc1ccc(N(CC(=O)Nc2cc(Cl)ccc2C)S(C)(=O)=O)cc1,-1,-5,0,-6,-1.1,3,-2,-4,1,-2
CN(C)C(=S)Nc1nc2ccccc2s1,-3,12,17*,-2,-1.7,0,1,3,5,2
CN1CCN(c2nc3ccccc3nc2C(C#N)C(=O)OC2CCCCC2)CC1 (stereo not given),-7,-19,1,-7,1.8,2,-1,7,-2,-5
Cc1cc(C(=O)COC(=O)c2ccc(Br)o2)c(C)n1Cc1ccco1,1,5,-2,.,-1.3,-2,-15,-8,2,0
CN1C(=O)C(CC(=O)Nc2ccc(F)cc2)N(Cc2ccco2)C1=S (stereo not given),-2,7,4,-3,-2.9,1,1,-2,3,3
Cc1nn(CC(=O)c2ccccc2Cl)c(C)c1[N+](=O)[O-],4,14,2,-11,-0.3,3,0,0,-3,7
Cc1cc(-c2nc3ccccc3c(=O)o2)ccc1[N+](=O)[O-],0,-19,3,0,-1.3,-13,-8,-5,-3,11
Cc1cccnc1NC(=O)C1CCN(S(=O)(=O)c2c(C)noc2/C=C/c2ccco2)CC1,0,-8,24*,-7,-3.6,1,0,2,3,9
COc1ccc(NC(=O)Nc2c(O)ccc3ccccc23)cc1,12,-1,5,2,-2.0,-2,0,8,3,2
CC1(C)CC(=O)c2c(n(-c3cccc4ccccc34)ccc2=O)C1,3,-3,-1,4,-3.5,-3,1,3,-1,-2
Cc1ccc(N(CC(=O)NCc2ccccc2)S(=O)(=O)c2c(C)noc2C)cc1,-6,-7,3,6,-2.8,7,-1,2,-3,-1
COc1ccccc1NC(=O)COC(=O)CCC1CCCC1,3,2,-1,6,1.4,2,1,3,-5,-1
COCCN1Cc2cc(C(=O)OC)c3c(c2C1=O)c1cc(F)ccc1n3C(=O)c1ccccc1,0,-1,0,.,-1.4,5,-1,-4,0,7
CC(C)(C)n1nnnc1C(c1cccc(C#N)c1)N1CCN2CCCC2C1 (stereo not given),4,9,-3,2,-1.6,-4,2,2,-2,0
CCOc1ccc(NC(=O)Cc2ccc(NC3=NC4CS(=O)(=O)CC4S3)cc2)cc1 (stereo not given),-5,10,3,9,-0.8,-8,-1,-1,-7,4
CCc1ccc[n+](-c2[nH]c(=O)sc2/C=N/N=C(\[O-])CCn2c3ccccc3c3ccccc32)c1,-5,-4,0,14,-1.5,-6,7,7,11,8
COCCN(CC(=O)Nc1ccccc1)S(=O)(=O)c1ccc(S(=O)(=O)N2CCCC2)cc1,2,-8,-2,1,-2.4,2,4,-4,-1,-2
CC1CCc2c(sc(NC(=O)c3ccccc3C(=O)O)c2C#N)C1 (stereo not given),-4,-8,10,10,-1.9,-1,-2,-1,-2,-1
CCCC[C@@H]1C=C(C(=O)O)[C@H](c2ccc(Cl)cc2)N1S(=O)(=O)c1ccc(C)cc1,4,3,2,-11,1.2,-1,0,-1,-1,58*
COc1ccc(C(=O)CSc2cc(C)nc(SCC(=O)c3ccc(C)cc3)n2)cc1,0,5,8,-13,-1.1,-1,27*,-4,0,4
O=C(O)C1(Nc2ccc([N+](=O)[O-])cc2[N+](=O)[O-])CCCC1,0,6,0,2,1.8,6,2,8,23*,1
Cc1cc(C(=O)CCl)c(C)n1CCc1ccc(F)cc1,2,6,4,1,-2.1,-4,-2,-3,-1,-4
COC(=O)c1ccccc1NC(=O)N1CCN(c2ccccc2)CC1,1,-5,-1,-6,-2.1,-5,4,6,1,-2
CC(=O)Nc1nonc1-c1nc2ccccc2n1Cc1ccccc1,-2,0,-3,-22,2.2,-1,-1,-2,1,-4
COCC(=O)N(Cc1cc2ccccc2[nH]c1=O)c1ccccc1OC,1,-3,1,4,2.3,7,8,7,0,-5
CC(C)c1ccc(NC(=O)N2CCN(S(=O)(=O)c3ccccc3)CC2)cc1,-3,-1,-1,-10,-3.0,6,6,-5,-1,-4
COc1cccc(C(=O)N2CCN(Cc3ccco3)CC2)c1OC,0,-1,5,6,-0.6,-5,2,5,1,-2
COc1cc2cc(CCOC(=O)c3ccc(F)cc3)oc(=O)c2cc1OC,-3,8,-1,-10,-0.2,-1,3,0,0,-3
C1CCC(n2nnnc2CN2CCN(C3CCCC3)CC2)CC1,-3,10,-1,-2,-3.2,8,-1,4,-2,-8
Cc1cc(C(F)F)n2nc(C(=O)Nc3ccc(S(=O)(=O)N4CCCC4)cc3)nc2n1,-11,1,-5,-3,-0.5,5,1,-2,-2,0
CCc1ccc(CCC(=O)Nc2sc(C)c(C)c2C(=O)OC)o1,-2,1,-2,-21,-0.3,-2,-1,-2,-1,-2
OCCN1CCN(CC#CCC(c2ccccc2)c2ccccc2)CC1,5,-11,3,11,-4.3,0,0,2,0,-6
CCc1ccc(-c2nc(C)c(CCO)c(=O)[nH]2)cc1,0,1,2,1,-1.0,4,-3,1,-2,-3
CCOc1ccc2[nH]c(=O)c(CN(CCCN3CCOCC3)C(=O)Nc3ccc(F)cc3)cc2c1,4,9,0,3,-2.5,0,-3,0,-1,2
CC(C)N(Cc1nccn1C)C(=O)c1cc(COc2cccc(C(F)(F)F)c2)on1,0,1,1,0,-0.5,9,-5,0,1,-8

# Two compounds from above, limited to rCAG binder and Rev-erbA mod:
Compound	rCAG binder	Rev-erbA mod
CCc1ccc(CCC(=O)Nc2sc(C)c(C)c2C(=O)OC)o1	-2	-1
COc1cc2cc(CCOC(=O)c3ccc(F)cc3)oc(=O)c2cc1OC	-3	3

# More compounds:
SMILES,SIAE primary,TDP2 inh,LEDGF integ inh,HTRA1 inh,PG9 binder,TCR CD3 inh,Rev-erbA mod,ABHD4 inh,PRMT1 FP inh,rCAG binder
CCOC(=O)C1=C(C)N=c2s/c(=C/c3cccc([N+](=O)[O-])c3O)c(=O)n2C1c1ccc(OC)cc1OC (stereo not given),0,-1,5,13,0.1,-20,-4,9,15,26
O=C(Cn1nc(-c2ccc(Cl)cc2)ccc1=O)NCCCN1CCN(Cc2ccccc2)CC1,10,-2,4,4,-5.9,5,-1,5,-3,-8
Cn1c(=O)c2ncn(CC(=O)NCCOc3ccc(C(C)(C)C)cc3)c2n(C)c1=O,6,5,2,0,-1.6,4,9,1,2,0
c1ccc(-c2cc3cc4c(cc3cn2)OCO4)cc1,-1,4,0,-28,-0.7,4,4,-4,0,1
Cc1ccccc1N/C=C/C(=C(C#N)C#N)N(C)C,-1,9,5,0,-0.3,0,3,0,-4,-1

# Bioassay records (PubChem)
